Screening data (PubChem BioAssay)
NLRP3 yeast inh – inhibitors of NALP3 inflammasome in yeast; Yeast reconstituted NLRP3/ASC/caspase-1, beta-gal luminescence, 24 h; inhibition, % at 10 µM; actives 0.39% (n = 330,000); AID 2825;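 active = inhibition of 50% or more; inactive = inhibition below 50%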;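 also: plate controls were induced DMSO wells for no effect and uninduced yeast grown without galactose for full effect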
SENP6 inh – inhibitors of human SENP6 protease. inhibition, % at 10 µM. Q9GZR1. actives 1.8% (n = 330,000). Recombinant SENP6 catalytic domain, aminoluciferin luminescence;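 active = inhibition above about 50% at the single tested dose, limit read from the data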;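 also: plate controls were DMSO wells with enzyme for no effect and DMSO wells lacking enzyme for full effect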
HKDC1 inhibitor – blocks human hexokinase HKDC1 activity; recombinant HKDC1, G6PDH/diaphorase resazurin coupled fluorescence; inhibition, % at 20 µM; actives 0.16% (n = 340,000); AID 493160;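 active = inhibition above about 35% when tested at 20 µM, limit read from the data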;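 also: plate controls were DMSO wells with enzyme for no effect and DMSO wells lacking enzyme for full effect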
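Incubation: 90 min at room temperature in dark / Material: recombinant HKDC1 (HK5) hexokinase enzyme, produced in-house / Quantity: enzyme 5 µg/mL final / Compound: one dose of 20 µM, 1% DMSO / Reagent: glucose and ATP substrates / Buffer or medium: Tris pH 8.0 buffer with MgCl2, Tween-20, BSA, BME / Technique: resorufin fluorescence at 613 nm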
Apaf-1 inh – inhibitors of human Apaf-1 apoptosome | reconstituted apoptosome caspase-3 activity, DEVD-Rh110 fluorescence | O14727 | inhibition, % at 20 µM | actives 0.71% (n = 330,000) | AID 489030; active = inhibition of at least 40% at 20 µM;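 also: plate controls were DMSO wells for no effect and DEVD-CHO caspase inhibitor wells for full effect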
Target sequence (O14727 whole entry, looked up): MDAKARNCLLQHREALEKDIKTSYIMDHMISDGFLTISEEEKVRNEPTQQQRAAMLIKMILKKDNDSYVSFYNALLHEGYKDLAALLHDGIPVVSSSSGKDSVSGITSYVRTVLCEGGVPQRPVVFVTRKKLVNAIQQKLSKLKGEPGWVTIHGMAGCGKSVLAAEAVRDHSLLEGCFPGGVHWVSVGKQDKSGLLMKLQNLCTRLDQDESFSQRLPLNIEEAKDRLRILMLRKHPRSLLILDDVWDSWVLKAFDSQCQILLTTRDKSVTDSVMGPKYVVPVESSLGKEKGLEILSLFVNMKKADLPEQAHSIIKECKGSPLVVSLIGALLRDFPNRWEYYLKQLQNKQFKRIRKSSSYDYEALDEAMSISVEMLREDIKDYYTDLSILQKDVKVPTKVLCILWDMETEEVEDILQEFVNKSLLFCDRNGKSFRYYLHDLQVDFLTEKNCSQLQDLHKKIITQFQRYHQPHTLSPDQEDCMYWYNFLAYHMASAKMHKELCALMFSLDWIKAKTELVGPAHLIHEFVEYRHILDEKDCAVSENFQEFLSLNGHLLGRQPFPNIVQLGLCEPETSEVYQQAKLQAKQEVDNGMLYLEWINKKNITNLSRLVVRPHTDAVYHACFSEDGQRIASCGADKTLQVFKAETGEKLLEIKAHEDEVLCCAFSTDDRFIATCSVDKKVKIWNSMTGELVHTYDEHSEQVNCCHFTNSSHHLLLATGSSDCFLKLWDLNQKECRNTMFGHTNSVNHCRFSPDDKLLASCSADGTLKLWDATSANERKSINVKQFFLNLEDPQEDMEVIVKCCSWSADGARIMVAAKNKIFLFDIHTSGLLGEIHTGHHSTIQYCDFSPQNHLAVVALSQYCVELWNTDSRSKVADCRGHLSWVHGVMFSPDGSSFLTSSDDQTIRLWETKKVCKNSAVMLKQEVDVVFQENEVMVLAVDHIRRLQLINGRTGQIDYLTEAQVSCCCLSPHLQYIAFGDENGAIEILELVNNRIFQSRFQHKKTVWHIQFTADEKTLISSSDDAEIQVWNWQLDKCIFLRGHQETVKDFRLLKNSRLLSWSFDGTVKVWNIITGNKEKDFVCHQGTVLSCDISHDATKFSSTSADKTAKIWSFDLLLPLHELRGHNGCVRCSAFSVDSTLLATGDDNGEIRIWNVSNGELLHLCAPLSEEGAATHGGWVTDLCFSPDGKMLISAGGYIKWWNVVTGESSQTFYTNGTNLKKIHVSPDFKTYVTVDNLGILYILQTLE
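Assay system – apoptosome proteins · Medium – Hepes buffer, pH 7.5 · Also added – cytochrome c with DEVD-Rh110 · Timing – 30 min compound preincubation, 50 min activation, room temperature · Detection – Rh110 fluorescence, excitation 480 nm, emission 540 nm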
PfGluPho inh – PfG6PD (Plasmodium falciparum) enzyme inhibition; PfGluPho enzyme, NADPH resazurin-diaphorase fluorescence; inhibition, % at 20 µM; actives 0.78% (n = 350,000);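 active = inhibition reaching at least a set limit at 20 µM in the primary screen, cut at about 59% in these data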;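 also: 0% = DMSO wells with substrate and 100% = DMSO wells lacking glucose-6-phosphate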
SENP7 block – blocks the human protease SENP7. Q9BQF6. recombinant SENP7, Z-RLRGG-aminoluciferin luminescence, 40 min. inhibition, % at 5 µM. actives 1.5% (n = 330,000). AID 434973;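 active = inhibition above about 50% at the single test dose, limit read from the data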;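 also: plate controls were DMSO with enzyme for no effect and no enzyme buffer wells for full effect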
SENP8 block-1 – inhibitors of human SENP8 protease. actives 0.64% (n = 360,000). Q96LD8. recombinant SENP8, Nedd8 substrate fluorescence. inhibition, % at 20 µM. AID 602440; in the data active = inhibition mostly above about 40%, no sharp cut-off; inactive = mostly below about 27%
SENP8 block-2 – inhibitors of human SENP8 protease. purified SENP8, Z-RLRGG-aminoluciferin cleavage, luminescence. inhibition, % at 10 µM. actives 1.2% (n = 330,000). AID 2540; in the data active = inhibition above about 50%
SENP1 FRET inh – blocks the human SENP1 SUMO protease catalytic domain. actives 0.21% (n = 360,000). Q9P0U3. AID 624204. recombinant SENP1 catalytic domain, CyPet-SUMO1-YPet FRET cleavage. inhibition, % at 10 µM;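 active = inhibition at least 30% at 10 µM, raw YFP signal under a set limit, fluorescence ratio 0.5 to 1.5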;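 also: 0% = enzyme with DMSO and 100% = no enzyme wells; some results filed as inactive read as strong as hits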
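Test system: hSENP1 catalytic domain, recombinant; Amount: 20 pM final SENP1 enzyme; Medium: Tris pH 8 buffer plus EDTA, NaCl, BME, BSA, NP40, catalase; Schedule: 50 min enzyme reaction, room temperature, light-protected; Technique: FRET fluorescence in CFP and YFP emission channels; Controls: no-enzyme wells low, DMSO-plus-enzyme wells high control.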
Starred values were filed as active, the others as inactive.

Screening CCC(CO)Nc1ccc(-c2nn(C)c(=O)c3ccccc23)cc1[N+](=O)[O-] (stereo not given) returned NLRP3 yeast inh 3, SENP6 inh -8, HKDC1 inhibitor 2, Apaf-1 inh 22, PfGluPho inh -2, SENP7 block -10, SENP8 block-1 20, SENP8 block-2 -7 and SENP1 FRET inh -1.
CC(=O)c1cc(F)ccc1OCC(=O)Nc1ccc2c(c1)OCO2 was read as NLRP3 yeast inh 19, SENP6 inh 11, HKDC1 inhibitor 5, Apaf-1 inh -9, PfGluPho inh 6, SENP7 block -3, SENP8 block-1 13, SENP8 block-2 -5 and SENP1 FRET inh -4.
For Cc1nnc(NC(=O)C(C)Sc2nnc(CCNC(=O)c3ccccc3F)n2C)s1 (stereo not given) the results were NLRP3 yeast inh 10, SENP6 inh -6, HKDC1 inhibitor 2, Apaf-1 inh 0, PfGluPho inh 1, SENP7 block 2, SENP8 block-1 9, SENP8 block-2 4 and SENP1 FRET inh 2.
O=C1CC(c2ccccc2)CC2=C1C=Nc1ccccc1N2 (stereo not given) was read as NLRP3 yeast inh 1, SENP6 inh -13, HKDC1 inhibitor -3, Apaf-1 inh 11, PfGluPho inh 7, SENP7 block -11, SENP8 block-1 18, SENP8 block-2 -1 and SENP1 FRET inh 2.
For COc1ccc(CCNC(=O)c2ccc3c(=O)n(Cc4ccco4)c(=S)[nH]c3c2)cc1OC the results were NLRP3 yeast inh 20, SENP6 inh -2, HKDC1 inhibitor -2, Apaf-1 inh 7, PfGluPho inh 9, SENP7 block -1, SENP8 block-1 3, SENP8 block-2 1 and SENP1 FRET inh 0.
`Cc1c(C(=O)N2CCc3ccccc3C2)oc2ccc(Br)cc12` gave NLRP3 yeast inh 29, SENP6 inh 0, HKDC1 inhibitor 0, Apaf-1 inh 30, PfGluPho inh 9, SENP7 block -12, SENP8 block-1 0, SENP8 block-2 -15 and SENP1 FRET inh -2.
`CCc1ccc2[nH]c3nc(SCC(=O)NCC4CCCO4)nnc3c2c1` (stereo not given) gave NLRP3 yeast inh 4, SENP6 inh -21, HKDC1 inhibitor -4, Apaf-1 inh 3, PfGluPho inh -5, SENP7 block -14, SENP8 block-1 10, SENP8 block-2 -8 and SENP1 FRET inh -2.
Screening O=S(=O)(NCc1ccncc1)c1ccc(S(=O)(=O)NCC2CCCO2)cc1 (stereo not given) returned NLRP3 yeast inh 11, SENP6 inh -31, HKDC1 inhibitor 13, Apaf-1 inh -4, PfGluPho inh -9, SENP7 block -3, SENP8 block-1 15, SENP8 block-2 3 and SENP1 FRET inh -1.
`CCc1ccc(OCCNC(=O)c2cc(SC)ccc2Cl)cc1` gave NLRP3 yeast inh 8, SENP6 inh -10, HKDC1 inhibitor 0, Apaf-1 inh 13, PfGluPho inh 9, SENP7 block 1, SENP8 block-1 8, SENP8 block-2 4 and SENP1 FRET inh 0.
For CCCC(=O)Nc1cc2c3c(c1)C(C)C(=O)N3CCC2 (stereo not given) the results were NLRP3 yeast inh 18, SENP6 inh -4, HKDC1 inhibitor -5, Apaf-1 inh 1, PfGluPho inh -15, SENP7 block 12, SENP8 block-1 16, SENP8 block-2 -3 and SENP1 FRET inh 3.
Cc1ccc(-c2c[n+](CC(=O)Nc3cc(=O)n(C)c(=O)n3C)c3n2CCC3)cc1 was read as NLRP3 yeast inh 2, SENP6 inh -16, HKDC1 inhibitor 10, Apaf-1 inh -2, PfGluPho inh -10, SENP7 block -1, SENP8 block-1 12, SENP8 block-2 -3 and SENP1 FRET inh 4.
`CCOC(=O)c1c(NC(=O)c2ccccc2N(C)S(=O)(=O)c2ccccc2)sc2c1CCCC2` gave NLRP3 yeast inh 11, SENP6 inh -12, HKDC1 inhibitor -4, Apaf-1 inh 19, PfGluPho inh 6, SENP7 block -5, SENP8 block-1 -241, SENP8 block-2 -11 and SENP1 FRET inh -2.
Screening COc1ccc(COCC(CC(C)C)N2CCN(C(=O)c3cccc(C(F)(F)F)c3)CCC2=O)cc1 (stereo not given) returned NLRP3 yeast inh 17, SENP6 inh -8, HKDC1 inhibitor -2, Apaf-1 inh 24, PfGluPho inh -2, SENP7 block -7, SENP8 block-1 2, SENP8 block-2 -11 and SENP1 FRET inh 1.
Screening CCc1ccccc1NS(=O)(=O)c1cccc2nsnc12 returned NLRP3 yeast inh 12, SENP6 inh 3, HKDC1 inhibitor -3, Apaf-1 inh 8, PfGluPho inh 9, SENP7 block 1, SENP8 block-1 7, SENP8 block-2 -7 and SENP1 FRET inh 0.
`C(=C\c1nc2ccccc2[nH]1)/c1ccccc1` gave NLRP3 yeast inh 61*, SENP6 inh 94*, HKDC1 inhibitor -1, Apaf-1 inh 3, PfGluPho inh 55, SENP7 block 100*, SENP8 block-1 -261, SENP8 block-2 97* and SENP1 FRET inh -1.
Screening Cc1ccc(NC(=O)C(=O)NCCc2c[nH]c3ccccc23)cc1C returned NLRP3 yeast inh -1, SENP6 inh 6, HKDC1 inhibitor -6, Apaf-1 inh -13, PfGluPho inh -2, SENP7 block 3, SENP8 block-1 21, SENP8 block-2 0 and SENP1 FRET inh 0.
`CN(CC(=O)NNC(=O)Cc1ccccc1F)S(=O)(=O)c1ccc(Cl)cc1` gave NLRP3 yeast inh -2, SENP6 inh -1, HKDC1 inhibitor -4, Apaf-1 inh 4, PfGluPho inh -9, SENP7 block -1, SENP8 block-1 21, SENP8 block-2 -3 and SENP1 FRET inh 0.
For CCc1ccccc1OCC(=O)OCC(=O)c1c(N)n(C)c(=O)n(C)c1=O the results were NLRP3 yeast inh 13, SENP6 inh -13, HKDC1 inhibitor 13, Apaf-1 inh 5, PfGluPho inh -15, SENP7 block 7, SENP8 block-1 9, SENP8 block-2 0 and SENP1 FRET inh 3.
`Cc1ccc([N+](=O)[O-])cc1N=Cc1ccc(Br)s1` gave NLRP3 yeast inh 6, SENP6 inh 12, HKDC1 inhibitor -12, Apaf-1 inh -7, PfGluPho inh -7, SENP7 block 3, SENP8 block-1 8, SENP8 block-2 2 and SENP1 FRET inh 2.
`Cn1nccc1C(=O)N/N=C/c1ccccc1[N+](=O)[O-]` gave NLRP3 yeast inh 10, SENP6 inh 4, HKDC1 inhibitor -7, Apaf-1 inh 6, PfGluPho inh -2, SENP7 block -11, SENP8 block-1 16, SENP8 block-2 -6 and SENP1 FRET inh 2.
COc1cc(/C=N/N2CCCCC2)cc(OC)c1O was read as NLRP3 yeast inh -13, SENP6 inh -10, HKDC1 inhibitor 8, Apaf-1 inh -1, PfGluPho inh 49, SENP7 block -5, SENP8 block-1 22, SENP8 block-2 4 and SENP1 FRET inh -13.
For CCOc1ccc(NC(=O)CSc2nc3cccnc3n2CC)cc1 the results were HKDC1 inhibitor 3, PfGluPho inh 15, SENP8 block-1 -11 and SENP1 FRET inh -25.
For CCC(NC(=O)c1cc(COc2ccc(F)c(F)c2)on1)c1ccncc1 (stereo not given) the results were NLRP3 yeast inh 8, SENP6 inh 12, HKDC1 inhibitor 0, Apaf-1 inh 1, PfGluPho inh 4, SENP7 block 2, SENP8 block-1 10, SENP8 block-2 -6 and SENP1 FRET inh -1.
`CCN(CC)c1ccc(C2C3CCCCC3(O)CCN2CC(=O)Nc2ccccc2)cc1` (stereo not given) gave NLRP3 yeast inh 3, SENP6 inh -5, HKDC1 inhibitor -2, Apaf-1 inh 25, PfGluPho inh 13, SENP7 block 2, SENP8 block-1 13, SENP8 block-2 -2 and SENP1 FRET inh 4.
`Cc1cc(C)nc(NC(=O)c2cccs2)n1` gave NLRP3 yeast inh 5, SENP6 inh -29, HKDC1 inhibitor 0, Apaf-1 inh -4, PfGluPho inh 11, SENP7 block -14, SENP8 block-1 27, SENP8 block-2 -8 and SENP1 FRET inh 1.
Screening Cc1c(Br)cc(C(=O)N2CCN(CCO)CC2)c(C)c1C returned NLRP3 yeast inh -22, SENP6 inh -14, HKDC1 inhibitor -4, Apaf-1 inh 5, PfGluPho inh 1, SENP7 block -3, SENP8 block-1 16, SENP8 block-2 -7 and SENP1 FRET inh -1.
O=C1CC(N2CCN(Cc3ccc4c(c3)OCO4)CC2)C(=O)N1c1ccccc1 (stereo not given) was read as NLRP3 yeast inh 0, SENP6 inh -2, HKDC1 inhibitor -4, Apaf-1 inh 4, PfGluPho inh 4, SENP7 block 62*, SENP8 block-1 18, SENP8 block-2 5 and SENP1 FRET inh 2.
`COc1ccc(OC)c(NS(=O)(=O)c2cccs2)c1` gave NLRP3 yeast inh -26, SENP6 inh -13, HKDC1 inhibitor -4, Apaf-1 inh 3, PfGluPho inh 10, SENP7 block -11, SENP8 block-1 12, SENP8 block-2 -8 and SENP1 FRET inh 2.
Cc1cc(C)cc(OC(=O)c2cccnc2)c1 was read as NLRP3 yeast inh 6, SENP6 inh -2, HKDC1 inhibitor -1, Apaf-1 inh -1, PfGluPho inh 21, SENP7 block -2, SENP8 block-1 10, SENP8 block-2 2 and SENP1 FRET inh 0.
Cc1nn(CCC#N)c(NC(=O)c2ccccc2)c1P(=O)(Nc1ccc(Br)cc1)N1CCOCC1 (stereo not given) was read as NLRP3 yeast inh 20, SENP6 inh 8, HKDC1 inhibitor -13, Apaf-1 inh 2, PfGluPho inh -16, SENP7 block 2, SENP8 block-1 9, SENP8 block-2 -7 and SENP1 FRET inh -2.

Reprinted from above (5 entries):
COc1cc(/C=N/N2CCCCC2)cc(OC)c1O was read as NLRP3 yeast inh -13, SENP6 inh -10, HKDC1 inhibitor 8, Apaf-1 inh -1, PfGluPho inh 49, SENP7 block -5, SENP8 block-1 22, SENP8 block-2 4 and SENP1 FRET inh -13.
For CCOc1ccc(NC(=O)CSc2nc3cccnc3n2CC)cc1 the results were HKDC1 inhibitor 3, PfGluPho inh 15, SENP8 block-1 -11 and SENP1 FRET inh -25.
For CCC(NC(=O)c1cc(COc2ccc(F)c(F)c2)on1)c1ccncc1 (stereo not given) the results were NLRP3 yeast inh 8, SENP6 inh 12, HKDC1 inhibitor 0, Apaf-1 inh 1, PfGluPho inh 4, SENP7 block 2, SENP8 block-1 10, SENP8 block-2 -6 and SENP1 FRET inh -1.
`CCN(CC)c1ccc(C2C3CCCCC3(O)CCN2CC(=O)Nc2ccccc2)cc1` (stereo not given) gave NLRP3 yeast inh 3, SENP6 inh -5, HKDC1 inhibitor -2, Apaf-1 inh 25, PfGluPho inh 13, SENP7 block 2, SENP8 block-1 13, SENP8 block-2 -2 and SENP1 FRET inh 4.
`Cc1cc(C)nc(NC(=O)c2cccs2)n1` gave NLRP3 yeast inh 5, SENP6 inh -29, HKDC1 inhibitor 0, Apaf-1 inh -4, PfGluPho inh 11, SENP7 block -14, SENP8 block-1 27, SENP8 block-2 -8 and SENP1 FRET inh 1.
